Screens: PubChem, several laboratories
NS3 helicase inh = inhibitors of Hepatitis C virus NS3 helicase; NS3 helicase DNA unwinding, Cy5 molecular beacon fluorescence; inhibition, % at 10.9 µM; 290,000 compounds, 0.56% hits; AID 1800;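 active = inhibition above the mean of all tested compounds plus 3 SD, set per campaign, cut at about 35% in these data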;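 note: 0% = DMSO wells and 100% = thioflavine S control wells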
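Control set: DMSO versus 110 µM thioflavine S; Material: NS3 helicase fragment of HCV; Measured by: Cy5 fluorescence at 0 and 60 min, beacon hairpin quenching; Read-out basis: percent inhibition from t60/t0 fluorescence ratio; Times: reaction time 60 min, 25 °C; Repeats: single replicate; Compound dosing: single dose, 10.9 µM nominal final, DMSO 0.8% final.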
SUMO HTRF inh = SUMOylation inhibition; P63279; HTRF SUMOylation assay, SAE1/SAE2 + UBC9, in vitro; inhibition, % at 35 µM; 290,000 compounds, 0.36% hits; AID 2006; in the data active = inhibition above about 50%, passing the limit was not always enough; note: strong numbers were not always called active
Target sequence (P63279 whole entry, looked up): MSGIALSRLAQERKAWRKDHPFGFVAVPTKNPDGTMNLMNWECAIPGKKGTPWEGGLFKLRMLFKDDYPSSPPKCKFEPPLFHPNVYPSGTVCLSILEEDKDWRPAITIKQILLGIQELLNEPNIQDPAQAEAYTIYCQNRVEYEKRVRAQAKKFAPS
PfM18AAP inh = blocks P. falciparum M18 aspartyl aminopeptidase | recombinant PfM18AAP, H-Glu-NHMec fluorogenic cleavage | inhibition, % at 7.35 µM | 290,000 compounds, 1.2% hits;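 active = inhibition above the campaign mean inhibition over all tested compounds plus 3 SD, cut at about 28% in these data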;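 note: 0% = plate median of test compound wells and 100% = 2 mM ZnCl2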
MEKK2 WT-MEK5 = raises or lowers MEK5 binding to wildtype human MEKK2 PB1 domain. bead flow cytometry, Alexa488-MEK5 binding to MEKK2 WT; actives lie on both sides. Q9Y2U5. binding response (% of control), % at 10 µM. 290,000 compounds, 1.1% hits. AID 1531; in the data active = binding response below about 67% or above about 130%
NALP1 inh = NALP1 inhibition; S. cerevisiae NALP1/ASC/caspase-1 growth, X-gal OD620, 72 h; AID 2071; 280,000 compounds, 0.61% hits; inhibition, % at 10 µM; in the data active = inhibition mostly above about 24%, no sharp cut-off; inactive = mostly below about 32%; note: some compounds called inactive have numbers as strong as hits
FID counter = displaces DNA intercalator in HCV helicase counter-screen; DNA fluorescent intercalator displacement, fluorescence; inhibition, % at 7.9 µM; 290,000 compounds, 0.17% hits; in the data active = inhibition above about 37%;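 note: 0% = vehicle and 100% = reference compound; higher means more ethidium bromide displaced from hairpin DNA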
VIM-2 inh = blocks Pseudomonas aeruginosa VIM-2 metallo-beta-lactamase; inhibition, % at 5.6 µM; purified VIM-2, nitrocefin hydrolysis, epi-absorbance fluorescence; 290,000 compounds, 0.89% hits; AID 1527;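 active = inhibition above the mean of all tested compounds plus 3 SD, cutoff set per screening run, cut at about 7.5% in these data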;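 note: red hydrolysis product quenches plate fluorescence so inhibitors raise well fluorescence; 0% = enzyme with DMSO and 100% = DMSO without enzyme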
IMP-1 inh = blocks Pseudomonas aeruginosa IMP-1 metallo-beta-lactamase; purified IMP-1, nitrocefin hydrolysis, epi-absorbance fluorescence; inhibition, % at 5.6 µM; 290,000 compounds, 0.45% hits;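 active = inhibition above the mean plus 3 SD of all compounds in the same screening run, cut at about 4.5% in these data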;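 note: 0% = IMP-1 with DMSO and 100% = DMSO wells lacking enzyme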
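System: Purified IMP-1 | Read-out basis: Percent enzyme inhibition | Controls: IMP-1 with DMSO as 0%, enzyme-free DMSO as 100% | Replicates: One well per compound | Doses: 5.6 µM nominal single concentration | Detection: Epi-absorbance fluorescence, 480 nm excitation, 530 nm emission | Incubation: 25 °C, 15 min preincubation, 25 min reaction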
MEKK2 mut-MEK5 = signal of MEK5 binding to mutant human MEKK2 PB1 domain. AID 1530. bead flow cytometry, Alexa488-MEK5 binding to MEKK2 mutant. percent response, % at 10 µM. 290,000 compounds, 0.35% hits; in the data active = percent response above about 24%, passing the limit was not always enough; note: inactives centre near 1; some results filed as inactive read as strong as hits
An asterisk follows results filed as active; x = no result given; [ ] = another dose, or the depositor's remark.

Sequence of screens: NS3 helicase inh	NALP1 inh	IMP-1 inh	MEKK2 WT-MEK5	SUMO HTRF inh	PfM18AAP inh	MEKK2 mut-MEK5	FID counter	VIM-2 inh
C=CCN(CC=C)C(=S)NC(=O)c1ccc(OC)cc1
  4	24	-1.1	88	26	17	-8	-10	-2.8
CCOC(=O)c1c(NC(=O)C(=O)N/N=C/c2ccccc2OC)sc2c1CCCCC2
  10	26	-4.5	110	29	-3	11	-10	-3.6
COC(=O)c1c(-c2ccccc2)csc1NC1=NS(=O)(=O)c2ccccc21
  5	12	0.9	103	-6	-3	-2	-1	1.9
CCOc1ccc(CCNC(=O)COc2cc(=O)n(C)c3ccccc23)cc1OCC
  4	1	-1.1	59	-3	-12	-16	-33	1.9
O=C(NCC1CCN(Cc2ccccc2F)CC1)Nc1cccc(Br)c1
  -17	4	-3.4	125	-12	-4	7	14	-2.0
COc1cc(C(=O)Nc2ccc3c(c2)OCCO3)ccc1-n1cnnn1
  -6	-16	-1.7	97	14	3	2	-6	-0.7
Cn1cnnc1SCC(=O)NC1CCCc2ccccc21 (stereo not drawn)
  -16	7	1.2	82	8	-9	-11	-1	-1.7
O=C(C1CCN(S(=O)(=O)c2cccc3cccnc23)CC1)N1CCN(c2ccccn2)CC1
  -9	6	-1.0	x	15	-1	x	-29	-4.0
O=C(CCCCn1c(=O)c2ccccc2n(Cc2ccccc2)c1=O)NC1CCN(Cc2ccccc2)CC1
  -86	3	0.2	32*[inhibitor]	-8	7	-20	34	4.9
Cc1cc(C(=O)Nc2c(C)nn(Cc3c(Cl)cccc3Cl)c2C)no1
  4	32	-3.7	102	-11	10	4	-10	-3.0
CN1CCN(C(=O)/C(=C/c2ccco2)NC(=O)c2ccccc2)CC1
  -3	13	-1.5	97	-19	9	-1	-1	-2.4
O=C(/C=C/c1ccco1)c1ccc(NC(=O)C23CC4CC(CC(C4)C2)C3)cc1
  35	37	0.4	88	24	4	4	-10	-2.0
COc1ccc(NC(=O)C(C)Oc2ccc(/C(C)=N\O)cc2)cc1 (stereo not drawn)
  -10	-10	-1.0	x	-1	-1	x	-7	-1.9
Cc1ccc2c(c1)c1ncn(Cc3ccc(F)cc3)c(=O)c1n2C
  -12	x	-1.7	88	12	-3	-3	-6	0.3
CCN(CC(=O)Nc1ccc2c(c1)OCCO2)C(=O)/C=C/c1ccc(OC)cc1OC
  6	-10	-3.1	103	8	9	5	-31	0.9
COc1ccc(CCNCC(O)COc2ccc(Cl)cc2)cc1OC (stereo not drawn)
  -2	20	-0.9	117	4	1	9	17	-2.1
N#Cc1cn(Cc2ccccc2)c2ccccc12
  2	27*	-1.4	104	18	-6	6	-7	-3.9
CCOC(=O)C1CCCN(C(=O)c2cc(S(=O)(=O)N3CCCCC3)c[nH]2)C1 (stereo not drawn)
  14	28	-4.6	98	15	-6	2	-38	-1.0
Cc1ccc2c(CC(=O)NCC3COc4ccccc4O3)coc2c1 (stereo not drawn)
  0	18	-4.5	101	19	0	-2	-18	-2.9
COCC(=O)Nc1nc2n(n1)C(c1ccccc1Cl)CC(c1ccc(OC)cc1)N2 (stereo not drawn)
  5	7	-1.7	98	9	-2	6	-29	-3.0
CCOC(=O)c1c(C)n(S(=O)(=O)c2ccc(C)cc2)c2ccc(O)c(C(=O)O)c12
  -25	-1	0.0	97	5	6	0	0	5.2
CCOC(=O)c1c(C)[nH]c(C(=O)Nc2ccc3c(c2)OCO3)c1C
  0	16	-3.2	x	25	-9	x	-7	-1.9
N#CC(C(=S)Nc1ccccc1)c1nc2ccccc2[nH]1 (stereo not drawn)
  6	x	-1.8	91	-10	8	-10	2	-3.3
COc1ccc(CC(=O)NC(C)c2nnc(SCC(=O)c3ccc(OC)cc3)n2C)cc1 (stereo not drawn)
  2	6	-0.5	103	24	-3	0	-21	-0.2
Cc1ccc(C(=O)NC2CCCCC2)cc1
  1	1	-0.3	97	6	-15	1	15	2.9
COc1ccc(NS(=O)(=O)c2c(F)cc(F)c(Cl)c2F)cc1S(=O)(=O)N1CCCCC1
  9	27	-0.6	106	8	2	2	-31	-0.7
COc1ccc(-c2nsc3c(SCC(=O)Nc4cc(C)ccc4C)ncnc23)cc1
  17	18	-0.8	96	13	3	-5	2	-2.5
S=c1[nH]nc(COc2ccc3c(c2)OCO3)n1-c1ccccc1
  6	9	-3.3	91	24	13	-4	-10	-2.7
O=C(CSc1nnc(-c2ccc(F)cc2)c2ccccc12)Nc1c(F)cccc1F
  0	42	-2.1	109	8	-1	2	-21	-2.5
COc1cccc(NC(=O)CSc2ccc3nnc(CCNC(=O)c4ccccc4)n3n2)c1
  4	6	-4.3	99	0	-1	5	-31	-1.2
CN(C)S(=O)(=O)N1CCc2ccc(NC(=O)c3ccccc3Cl)cc2C1
  4	20	-1.9	107	0	6	8	-14	-3.5
O=C(CSc1nc2ccccc2o1)Nc1ccccc1N1CCCCCC1
  5	6	-2.9	101	13	-1	0	3	1.2
O=C(c1cc(COc2ccc(F)cc2Cl)on1)N1CCN(C2CCCC2)CC1
  -9	6	-2.1	104	3	4	5	-4	-2.1
CCN1CCc2c(sc(NC(=S)NC(=O)c3ccc(Cl)cc3)c2C(N)=O)C1
  -2	8	-1.7	92	-208	14	0	-1	-2.3
O=C(NC1CCCC1)C(c1ccncc1)N(C(=O)c1csnn1)c1ccccc1 (stereo not drawn)
  4	-5	-1.2	100	-6	1	-4	-8	-1.8
Nc1nc(N)n(-c2ccccc2)c(=Nc2ccccc2)n1
  14	18	-4.1	104	2	-8	8	-5	-2.2
N#Cc1ccsc1NC(=O)CN1CCOCC1
  10	4	-1.6	95	20	1	-5	-2	-2.9
CCn1c(SCC(=O)N/N=C/C=C/c2ccccc2[N+](=O)[O-])nnc1-c1ccc(Cl)cc1
  -3	4	-4.1	92	-6	1	8	-11	-2.6
Cc1cccc(NS(=O)(=O)c2c(C(=O)N3CCCC3)c(C)n(C)c2C)c1
  9	34	-1.0	102	7	-4	1	-23	-0.3
Fc1cccc(/C=N/Nc2nccnc2Cl)c1
  3	9	-3.0	101	14	3	7	-2	-2.8
COc1ccc(/C=N/Nc2nc(Nc3ccccc3)nc(N3CCCC3)n2)cc1
  -72	11	-4.8	97	12	0	-2	-13	-4.8
Cn1c(=O)c(NC(=O)c2ccccc2)c2n(c1=S)CCCCC2
  14	x	-2.0	107	15	5	1	-11	-0.8
COc1ccccc1N(CN1C(=O)c2ccccc2C1=O)C(=O)c1cccc(C)c1
  -2	24	-2.7	107	3	-10	0	-16	0.5
CCOC(=O)C1(CCc2ccccc2)CCN(Cc2ccccn2)CC1
  -13	12	-0.7	102	1	1	0	5	0.1
Cc1cc(C)c(S(=O)(=O)NCCn2ccc3ccccc32)c(C)c1
  -7	37	-2.2	103	3	0	3	-16	-2.7
Cn1c(CNC(=O)c2cccs2)n[nH]c1=S
  1	23	-3.6	101	3	19	1	1	-0.5
C/C=C/CSc1nc2c(c(=O)[nH]c(=O)n2C)n1C(C)C
  -1	13	-0.5	98	22	-3	-4	-5	-1.4
Cc1ccc(C(=O)NCC(=O)OCC(=O)Nc2ncc(C(F)(F)F)cc2Cl)cc1
  8	26	-2.9	101	4	0	4	-1	-2.1
COc1cc(NC(=O)CSc2ncnc3c2cnn3Cc2ccccc2)cc(OC)c1
  -2	-10	4.5*	93	-3	-2	-1	-4	-0.8
O=C(Cc1ccsc1)Nc1ccccc1F
  -4	2	-3.1	101	2	-3	5	-6	-2.4

(cont.)
Sequence of screens: NS3 helicase inh	NALP1 inh	IMP-1 inh	MEKK2 WT-MEK5	SUMO HTRF inh	PfM18AAP inh	MEKK2 mut-MEK5	FID counter	VIM-2 inh
O=C(Nc1ccc(S(=O)(=O)N2CCCCC2)cc1)c1ccncc1
  5	-14	-2.5	113	12	-4	3	-5	-2.4
Nc1nc(-c2ccc3c(c2)NC(=O)CO3)cs1
  -2	2	-5.9	x	18	2	x	-2	-1.9
CCCc1nc(N)c(C#N)c(-c2cccnc2)c1CC
  1	4	-5.1	101	12	7	10	-17	-3.2
COc1ccc(NC(=O)CN(C)S(=O)(=O)c2ccc3c(c2)OCCO3)c2ncccc12
  -8	17	-3.0	112	11	1	5	1	-1.0
Cc1nc2ccccn2c1C(=O)NCCCN1CCOCC1
  6	-1	-0.5	108	-5	-5	7	0	-2.7
CC1CCN(C(=O)Cn2cnc3c(cnn3C(C)(C)C)c2=O)CC1
  21	-5	0.5	114	13	-6	2	-11	-1.0
CSc1n[nH]c(NCc2ccccc2)n1
  -2	-3	-0.3	111	17	-8	4	-11	-3.2
CC(C)=NNc1nc(-c2ccccc2)cs1
  5	7	-4.1	104	9	13	-1	-12	-4.9
O=c1c([N+](=O)[O-])cccn1Cc1ccccc1Cl
  0	-2	-2.4	89	7	-3	-10	-6	0.5
Cc1ccc(Nc2nnc(SCC(=O)Nc3cccc(S(=O)(=O)N4CCCCC4)c3)s2)cc1
  -15	24	-5.6	88	-23	6	1	-12	-0.3

Entries above that have a nitro group on carbon (two):
Sequence of screens: NS3 helicase inh	NALP1 inh	IMP-1 inh	MEKK2 WT-MEK5	SUMO HTRF inh	PfM18AAP inh	MEKK2 mut-MEK5	FID counter	VIM-2 inh
CCn1c(SCC(=O)N/N=C/C=C/c2ccccc2[N+](=O)[O-])nnc1-c1ccc(Cl)cc1
  -3	4	-4.1	92	-6	1	8	-11	-2.6
O=c1c([N+](=O)[O-])cccn1Cc1ccccc1Cl
  0	-2	-2.4	89	7	-3	-10	-6	0.5

Remaining list, next part
Sequence of screens: NS3 helicase inh	NALP1 inh	IMP-1 inh	MEKK2 WT-MEK5	SUMO HTRF inh	PfM18AAP inh	MEKK2 mut-MEK5	FID counter	VIM-2 inh
COc1ccc2[nH]cc(C(=O)N3CCCCC3)c(=O)c2c1
  4	16	-3.7	102	18	-1	6	-2	-3.4
Cc1cccc(/C=C/C(=O)c2ccc(NC3=NCCCS3)cc2)c1
  -54	62*	-1.4	125	-4	-1	23	5	-0.9
CC1CCCC(C)N1CCCNC(=O)Cn1cc2c(n1)CCCC2 (stereo not drawn)
  1	-3	-4.0	117	8	-8	6	3	-2.4
O=C(Nc1ccc(S(=O)(=O)N2CCCCC2c2cccnc2)cc1)c1ccccc1F (stereo not drawn)
  -6	-8	-1.2	95	-7	-11	-3	-35	-0.7
Cc1ccc(C(=O)N2CCCC(Nc3ccc(C(C)C)cc3)C2)cn1 (stereo not drawn)
  0	26	-1.0	102	1	-4	0	-34	-1.6
CCc1nnc2sc(-c3ccc(NC(=O)CSc4ccc(Cl)cc4)cc3)nn12
  -10	x	-7.0	x	x	3	x	1	-5.4
COc1cc(NC(=O)CN2C(=O)CSc3ccc(S(=O)(=O)N4CCCC4)cc32)cc(OC)c1
  -3	19	-3.1	101	x	-13	8	-23	-0.9
COc1ccc(NC(=O)CN(C)S(=O)(=O)c2ccc(Cl)cc2)cc1Cl
  -11	-7	-1.7	101	2	-3	1	-8	-3.4
Nc1cc(S(=O)(=O)C(F)(F)F)ccc1C(=O)O
  5	1	1.6	102	7	10	0	4	-3.8
CC(=O)OCC(=O)Nc1ccc(N=Nc2ccccc2)cc1
  -5	32	-3.7	90	-9	3	13	0	-2.0
